High-throughput results from PubChem.
TEAD-YAP block = TEAD-YAP interaction inhibition, primary screen, TEAD-YAP interaction inhibitor project, luminescence, HEK-TIYL cells; 1.4% of 640,000 active; TEAD-Gal4/YAP UAS-luciferase luminescence; inhibition, % at 9.12 µM; in the data active = inhibition above about 32%;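 also: 0% = median of test compound wells and 100% = reference inhibitor wells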
MITF primary = MITF inhibitors, primary screen, biochemical, AlphaScreen, human; AlphaScreen MITF homodimerization, bead proximity signal; inhibition, % at 2.6 µM; 0.91% of 650,000 active; in the data active = inhibition above about 50%;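 also: 0% = vehicle wells with protein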
Target sequence (O75030 whole entry, looked up): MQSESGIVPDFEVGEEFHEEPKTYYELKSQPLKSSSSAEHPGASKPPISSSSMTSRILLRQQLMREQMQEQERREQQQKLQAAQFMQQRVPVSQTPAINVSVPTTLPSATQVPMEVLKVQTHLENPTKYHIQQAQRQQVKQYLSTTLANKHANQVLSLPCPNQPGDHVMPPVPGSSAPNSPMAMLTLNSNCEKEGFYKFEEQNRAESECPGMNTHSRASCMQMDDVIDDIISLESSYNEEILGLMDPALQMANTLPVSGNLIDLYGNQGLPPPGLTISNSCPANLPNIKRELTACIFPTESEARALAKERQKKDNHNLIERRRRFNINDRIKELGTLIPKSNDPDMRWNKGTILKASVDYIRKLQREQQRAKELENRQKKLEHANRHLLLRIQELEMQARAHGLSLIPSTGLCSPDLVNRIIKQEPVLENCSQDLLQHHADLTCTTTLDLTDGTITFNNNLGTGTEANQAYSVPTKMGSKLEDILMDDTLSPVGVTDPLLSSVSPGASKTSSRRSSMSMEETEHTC
FBW7 activator = FBW7 E3 ligase activators, primary screen, biochemical, AlphaScreen, human; 0.13% of 650,000 active; F-box/WD repeat-containing protein 7 (Homo sapiens), Q969H0; AID 1259310, 2017; AlphaScreen FBW7–phospho-cyclin E peptide binding, activator screen; normalized activity (activation), % at 26.1 µM; in the data active = normalized activity above about 1.9%;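 also: purified mutant Fbw7 with reduced substrate affinity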
GPR151 activ = activators of human GPR151, primary screen, cell-based, PathHunter beta-arrestin, luminescence; 1% of 650,000 active; activation, % at 11.2 µM; G-protein coupled receptor 151 (Homo sapiens), Q8TDV0; PathHunter beta-arrestin GPR151 cells; in the data active = activation above about 4.9%;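 also: 0% = median of compound wells and 100% = cells with positive control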
Target sequence (Q8TDV0 whole entry, looked up): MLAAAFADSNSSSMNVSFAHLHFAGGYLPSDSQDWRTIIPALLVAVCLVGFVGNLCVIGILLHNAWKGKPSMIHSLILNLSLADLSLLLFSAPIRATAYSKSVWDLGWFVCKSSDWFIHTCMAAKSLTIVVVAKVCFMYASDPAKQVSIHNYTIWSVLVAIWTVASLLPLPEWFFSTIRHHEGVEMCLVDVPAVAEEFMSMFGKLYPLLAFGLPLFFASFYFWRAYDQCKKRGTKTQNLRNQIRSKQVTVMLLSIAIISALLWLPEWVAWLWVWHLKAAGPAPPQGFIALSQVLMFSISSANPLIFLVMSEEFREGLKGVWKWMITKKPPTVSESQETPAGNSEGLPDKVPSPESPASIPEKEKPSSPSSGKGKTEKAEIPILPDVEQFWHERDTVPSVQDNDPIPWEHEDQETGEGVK
The depositor's hits bear a star.

SMILES | TEAD-YAP block | MITF primary | FBW7 activator | GPR151 activ
O=C(Cc1ccccc1)N/N=C/c1c(F)cccc1Cl | -11 | -19 | 0.0 | -1.6
COc1ccc(C2C3=C(CC(C)(C)CC3=O)Nc3ccc4ccccc4c32)cc1 (configuration not stated) | 1 | 5 | 0.0 | -1.4
CCOC(=O)c1nnn(-c2nonc2N)c1CNCc1ccccn1 | -4 | 1 | -0.1 | -0.2
CC(C)(C)OC(=O)N1CCCC(Nc2ccc3[nH]ncc3c2)C1 (configuration not stated) | -9 | 17 | -0.1 | -2.0
C/C(Cl)=C\Cn1c(N(C)Cc2ccccc2)nc2c1c(=O)n(C)c(=O)n2C | 4 | -1 | 0.1 | -0.4
O=C(O)CCC(=O)N1CCOc2ccccc21 | 1 | 0 | -0.2 | 0.1
C=CCNC(=O)[C@@H]1C=CCN1C(=O)Nc1ccccc1Cl | -2 | -3 | -0.1 | 0.8
Cc1cccc(NN2C(=O)c3cccc4c(Br)c([N+](=O)[O-])cc(c34)C2=O)c1 | 6 | -6 | -0.1 | 0.5
CCCCNC(=O)CN1C(=O)/C(=C/c2ccccc2F)Oc2ccccc21 | 3 | 5 | 0.2 | 1.3
COC(=O)C1=C(C)NC2=C(C(=O)CC(c3ccc(OC)cc3)C2)C1c1cccc(F)c1 (configuration not stated) | 5 | 6 | 0.4 | 0.2
COc1cccc(CN2CCc3nnc(CCNC(=O)c4ccoc4)n3CC2)c1OC | 12 | 9 | 0.0 | 0.9
O=S(=O)(NCCCN1CCN(c2ccccc2)CC1)c1ccccc1Cl | 1 | 11 | -0.1 | 0.4
CCOc1ccccc1NC(=O)CN1C(=O)C(C)SC(C)C1=O (configuration not stated) | 4 | 18 | 1.2 | -1.0
COCCNC(=O)c1ccc(N2CC3CC(C2)c2cccc(=O)n2C3)c(NC(=O)/C=C/c2ccccc2)c1 (configuration not stated) | 3 | -5 | -0.2 | 0.6
CC(C)CCNC(=O)C(c1cccnc1)N(C(=O)Cn1nnc2ccccc21)C1CCCC1 (configuration not stated) | -2 | 5 | 0.0 | 0.3
Cc1ccc(NC(=O)c2ccc(F)c(S(=O)(=O)NCc3ccc4c(c3)OCO4)c2)cc1F | -5 | 10 | 0.3 | 0.6
CC(C)(C)C1CCc2oc3ccc(NS(=O)(=O)c4ccc(Cl)cc4)cc3c2C1 (configuration not stated) | -5 | -4 | -0.2 | -0.4
Cc1ccc(CNC(=O)CCSCc2ccccc2C)cc1 | -4 | -20 | 0.4 | 0.7
COCC(=O)N(Cc1cc2cccc(C)c2n2nnnc12)C1CCCCC1 | 6 | 9 | 0.1 | 0.4
CC(C)Oc1ccc(C2CC(=O)NC3=C2C(=O)CCC3)cc1 (configuration not stated) | 8 | 7 | -0.1 | 0.7
CCC(CO)Nc1ccnc2c(-c3ccsc3)cnn12 (configuration not stated) | -57 | 15 | 1.1 | 0.0
CC(C)CC(=O)N1CCC(c2nc3c(nnn3Cc3cccc(Cl)c3)c(=O)[nH]2)CC1 | -8 | -1 | -0.1 | 0.2
CCOC(=O)c1c(NC(C)=O)sc2c1C1CCN2CC1 | -13 | 6 | 0.0 | -0.1
COCCN1CCCc2ccc(NS(=O)(=O)c3ccc(C)cc3)cc21 | 11 | 16 | 0.0 | 2.7
Cc1noc(C)c1C(=O)OCC(=O)Nc1ccc(C(N)=O)cc1 | 4 | -5 | -0.1 | 0.1
CCCCNCCOc1ccc(F)cc1 | 3 | -24 | 0.1 | 0.2
O=C(CSc1cn(Cc2ccccc2Cl)c2ccccc12)NCC1CCCO1 (configuration not stated) | -1 | -19 | -0.2 | -0.4
C/C(=N\Nc1nncc(-c2ccccc2)n1)c1cc([N+](=O)[O-])cs1 | -1 | -1 | -0.4 | -0.8
CCc1ccc(C2C(C#N)=C(N)N(c3ccc(Br)cc3)C3=C2C(=O)CC(C)(C)C3)s1 (configuration not stated) | -14 | -10 | 0.0 | 0.5
Cc1cc(NC(=O)c2ccc(S(=O)(=O)N3CCCCCC3)cc2)n(C(C)C)n1 | -3 | -14 | 0.1 | -0.5

Quoted at random: 3 compounds from above
SMILES | TEAD-YAP block | MITF primary | FBW7 activator | GPR151 activ
CC(C)Oc1ccc(C2CC(=O)NC3=C2C(=O)CCC3)cc1 (configuration not stated) | 8 | 7 | -0.1 | 0.7
CC(C)CCNC(=O)C(c1cccnc1)N(C(=O)Cn1nnc2ccccc21)C1CCCC1 (configuration not stated) | -2 | 5 | 0.0 | 0.3
CCCCNCCOc1ccc(F)cc1 | 3 | -24 | 0.1 | 0.2

The results go on:
SMILES | TEAD-YAP block | MITF primary | FBW7 activator | GPR151 activ
CC(C)NC(=O)CN1CCCC(c2ncncc2-c2ccncc2)C1 (configuration not stated) | 2 | -1 | -0.2 | 0.0
O=C(COc1ccc(Cl)cc1)NC(=O)NCc1ccco1 | 8 | -17 | 0.0 | -0.7
COc1ccccc1NC(=O)CSc1nc(N)c(NC(=O)c2cccs2)c(=O)[nH]1 | 4 | 12 | 0.2 | -0.2
Cn1c(=O)c(=O)n(C)c2cc(S(=O)(=O)CCC(=O)N3CCCc4ccccc43)ccc21 | 1 | -9 | -0.3 | 2.6
N#Cc1cc2cc3c(cc2nc1NCCNC(=O)c1ccccc1F)OCO3 | -2 | -5 | -0.2 | -1.1
CN1CCN(C(=O)c2cc(-c3ccccn3)nc3ccccc23)CC1 | 7 | -26 | -0.3 | -0.3
Cc1ccc(NC(=O)CSc2nc(-c3ccco3)c(C#N)c(=O)[nH]2)cc1 | -4 | -6 | -0.1 | -0.1
C/C(=N\N)C1CCC2C3CCC4=C/C(=N\N)CCC4(C)C3CCC12C (configuration not stated) | -2 | -7 | 0.1 | -0.4
O=C(/C=C/c1cccc(Br)c1)Nc1cccc([N+](=O)[O-])c1 | -10 | -7 | -0.1 | 0.8
O=c1sc2ccccc2n1Cc1n[nH]c(=S)n1-c1ccccc1 | -18 | -3 | -0.1 | 4.0
CC(NC(=O)C(Cc1ccc([N+](=O)[O-])cc1)N1C(=O)c2ccccc2C1=O)c1ccccc1 (configuration not stated) | -11 | -12 | 0.2 | -0.1
CCNc1nc(C)cc(Nc2ccc3c(c2)OCO3)n1 | -34 | 5 | -0.2 | 0.4
CCOC(=O)C1(Cc2ccccc2C)CCCN(S(=O)(=O)c2cccnc2)C1 (configuration not stated) | 3 | 16 | 0.4 | -0.1
COc1ccc(NC(=O)c2sc3ncnc(N4CCOCC4)c3c2C)c(OC)c1 | 1 | 2 | -0.1 | 0.0
CC(C)N(CCNc1nc(-c2cccc(N)c2)nc2c1ncn2-c1ccsc1)C(C)C | 59* | -6 | -0.3 | -0.5
Cc1cccc(C(=O)Nc2sc3c(c2C(N)=O)CCCC3)c1 | 52* | 2 | 0.0 | -3.2
COCCn1c(C)csc1=Nc1cccnc1 | -6 | 0 | -0.1 | -0.2
CCCOc1ccc(C(C)=O)cc1CN1CCOCC1 | -2 | 2 | 0.0 | 0.9
COc1ccc(NC(=S)N2CCN(Cc3ccccc3)CC2)cc1 | -1 | 1 | 0.0 | 0.3
O=C(CNC(=S)N(Cc1ccccc1)Cc1ccccc1F)NCc1ccc(Cl)cc1 | -8 | 12 | 0.3 | -1.6
O=C(Nc1ccc(Cl)cn1)C12CC3CC(CC(C3)C1)C2 | 7 | -11 | 0.0 | 0.5
CC1=CC(C2CC(=O)N(c3ccccc3)C2=O)CC2C(=O)N(c3ccccc3)C(=O)C12 (configuration not stated) | 11 | 9 | 0.2 | 0.5
CCn1ncc(CN2CCN(CC3CCCCC3)C(CCO)C2)c1C (configuration not stated) | 1 | -2 | 0.0 | 0.8
COc1cc(Br)ccc1OCC(=O)N/N=C/c1ccccc1 | -3 | -4 | 0.0 | 1.2
COc1ccc(C(=O)c2oc3ccccc3c2NC(=O)c2ccc(Br)cc2)cc1 | -3 | -11 | 0.0 | -1.1
COc1cc([N+](=O)[O-])ccc1NC(=O)/C=C/c1ccc2c(c1)OCO2 | -4 | 31 | 0.8 | -1.4
COc1ccc(/C=N/NC(=O)CCC(=O)Nc2ccccc2)c(OC)c1 | 12 | 11 | 0.1 | 1.9
Cc1cc(C)nc(/N=C(\N)Nc2ccc(CC(=O)OC(C)C)cc2)n1 | 40* | -6 | 0.1 | 0.7
Cc1ccccc1C1=N/C(=C\c2ccc(F)cc2)C(=O)O1 | 5 | 19 | 0.1 | -2.4
O=C(NC1CCCCC1)N[C@H]1C[C@H]2C(=O)N[C@H](CO)C(=O)N2C1 | 14 | 12 | 0.1 | -0.7

Remaining list, next part
Below each compound – TEAD-YAP block	MITF primary	FBW7 activator	GPR151 activ
- CCSSc1ccc([N+](=O)[O-])cc1[N+](=O)[O-]
 : 2	4	0.1	-0.2
- COC(=O)C(Cc1ccc(O)cc1)NC(=O)c1ccccc1 (configuration not stated)
 : 7	8	0.3	-0.4
- CCN(Cc1c(O)ccc2c(=O)c(-c3ccc(Cl)cc3)c(C(F)(F)F)oc12)C1CCCCC1
 : 3	-4	0.0	0.5
- CCN(CC)C(=O)NC(=O)c1c(C)cc(Cl)nc1Cl
 : 0	2	0.6	-1.6
- COc1ccccc1NC(=O)Cn1nc([N+](=O)[O-])c(Br)c1C
 : -11	10	-0.1	1.6
- CCCN1C(=O)CCc2cc(NC(=O)COc3ccc(F)cc3)ccc21
 : 3	-3	0.1	0.0
- Cc1cn[nH]c1C1CCCN(Cc2ccc3c(c2)OCO3)C1 (configuration not stated)
 : 1	7	0.2	-0.7
- COc1cccc(C(=O)Nc2nnc(-c3ccc4c(c3)OCCO4)o2)c1
 : -12	24	0.1	0.8
- CN(Cc1ccccc1)C(=O)c1cc2nc(-c3ccccc3)cc(C(F)(F)F)n2n1
 : 1	9	-0.1	1.5
- C=CCN(c1ccccc1)c1c(-c2ccccc2)c(=O)c1=O
 : -3	18	0.0	0.7

Next part.
Below each compound – TEAD-YAP block	MITF primary	FBW7 activator	GPR151 activ
- CCCCc1cc(=O)oc2cc(OCC(N)=O)ccc12
 : 0	16	1.2	-1.6
- CCn1nc(C)cc1C(=O)Nc1ccc2ncsc2c1
 : -22	-5	0.1	-4.2
- N#C/C(=C\c1cccs1)c1nc(-c2ccccc2)cs1
 : -31	12	0.0	-1.2
- O=C(NCCCN1CCCC1=O)Nc1ccc(F)c(Cl)c1
 : -10	-14	0.0	2.9
- O=C(CSc1nc2ccccc2c(=O)n1CCCN1CCN(c2cccc(Cl)c2)CC1)NCC1CCCO1 (configuration not stated)
 : 1	12	0.1	-0.2
- CSc1ccccc1C(=O)Nc1ccc2c(c1)CC(=O)N2
 : 6	6	-0.1	5.3*
- O=[N+]([O-])c1ccc(S(=O)(=O)NCCc2cn3ccccc3n2)cc1
 : 15	3	0.0	-0.7
- Cc1ccccc1CCNS(=O)(=O)c1ccc(-n2cnnn2)c(C)c1
 : -2	-13	-0.1	-1.0
- COc1cccc2c1OCCCN(Cc1nc(-c3ccc(OC)c(OC)c3OC)no1)C2
 : -8	15	0.1	0.8
- CC(C)CC(=O)c1[nH]c2ccccc2c1C(=O)O
 : -1	-5	-0.1	0.7

(listing goes on)
Below each compound – TEAD-YAP block	MITF primary	FBW7 activator	GPR151 activ
- COc1ccc(C(=O)NCC(=O)OCC(=O)NCc2ccco2)cc1
 : 5	-2	-0.1	0.6
- CCOC(=O)c1[nH]c(C)c(C(=O)NCCc2ccc(OC)c(OC)c2)c1CC
 : 9	10	-0.1	1.5
- Cc1cc(C)c(-c2csc(N)n2)c(C)c1
 : 5	10	-0.1	-0.1
- COc1ccccc1CCc1nnc(CCC(=O)N2CCC(C)CC2)o1
 : -45	-6	-0.1	1.2
- CCN(CC)c1ccc2cc(C(=O)NC(C)=O)c(=Nc3cccc(C)c3)oc2c1
 : -20	6	0.0	-0.2
- CC(=O)c1ccc(NC(=O)/C(=C\c2ccccc2)NC(=O)c2ccccc2)cc1
 : 10	11	0.3	-1.4
- CCOc1ncccc1C(=O)Nc1cccc(-c2cn3c(C)csc3n2)c1
 : -18	-2	0.1	-1.9
- C=CCSc1ncc(CO)n1Cc1ccc(C)cc1
 : -8	-2	-0.2	0.0
- O=[N+]([O-])c1ccc(Nc2nc(OCC(F)(F)F)nc(OCC(F)(F)F)n2)cc1
 : 9	27	-0.1	1.0
- COc1cccc(/C=N/NC(=O)C(=O)Nc2cccc(Br)c2)c1O
 : 7	-2	0.0	-0.8

New compounds follow.
Below each compound – TEAD-YAP block	MITF primary	FBW7 activator	GPR151 activ
- COc1ccc(C(=O)O)cc1S(=O)(=O)NC(C)C
 : 3	0	-0.2	-0.1
- C=CCNC(=S)N/N=C/c1ccccc1OC(C)C
 : 24	8	0.2	-2.0
- CC(C)[C@@H](Cn1nc(-c2ccc(F)c(F)c2)ccc1=O)NC(=O)c1ccc(=O)[nH]n1
 : 0	6	-0.1	9.0*
- O=C(CSc1nncs1)NNC(=O)c1cccs1
 : -13	3	0.2	-0.4
- Cc1ccccc1CN1CCN(S(=O)(=O)c2ccc(Br)cc2)CC1
 : -9	-1	0.5	0.4
- O=C(Nc1ccccn1)Nc1cccs1
 : -33	-13	-0.1	-1.0
- O=C1N=C(N2CCOCC2)S/C1=C\c1c2ccccc2cc2ccccc12
 : 5	15	0.1	1.3
- O=C(Nc1ccc(S(=O)(=O)N2CCCCC2c2cccnc2)cc1)c1ccc(Cl)cc1 (configuration not stated)
 : 16	2	-0.1	3.4
- COc1ccc(C(O)c2cccs2)cc1 (configuration not stated)
 : -6	0	0.0	2.0
- O=c1oc(-c2ccccc2)nc2sc3c(c12)CCCC3
 : 4	-6	0.3	-1.3
- COc1ccc(OCC(=O)Nc2ccc(Oc3ccccc3)cc2)cc1
 : -2	9	0.1	1.4
- CCOc1ccc(/C=C(\C#N)c2nc(-c3ccc([N+](=O)[O-])cc3)cs2)cc1
 : -13	0	-0.1	0.7
